MT1-MMP txn act – MT1-MMP promoter reporter activation – cell-based, luciferase luminescence, primary screen | 86,000 compounds, 0.16% hits | HT1080 MT1-MMP promoter luciferase reporter, overnight; hits give high values | activation factor at 10 µM | AID 750, 2007;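 active = activation factor of at least 2 for MT1-MMP transcription at 10 µM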
PTK2B oligo ant – antagonists of Pyk2 self-association, primary screen, Q293 cells, FERM NanoBiT luminescence, HTS; z-score (the deposit names both 25 µM and 10 µM); 99,000 compounds, 0.83% hits; hits give low values;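 active = Z-score of -3 or lower, scaled per plate to the spread of control and sample wells; inactive = z-score above -3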;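 note: negative z-score means lost luminescence so less FERM oligomerization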
Target sequence (Q14289 whole entry, looked up): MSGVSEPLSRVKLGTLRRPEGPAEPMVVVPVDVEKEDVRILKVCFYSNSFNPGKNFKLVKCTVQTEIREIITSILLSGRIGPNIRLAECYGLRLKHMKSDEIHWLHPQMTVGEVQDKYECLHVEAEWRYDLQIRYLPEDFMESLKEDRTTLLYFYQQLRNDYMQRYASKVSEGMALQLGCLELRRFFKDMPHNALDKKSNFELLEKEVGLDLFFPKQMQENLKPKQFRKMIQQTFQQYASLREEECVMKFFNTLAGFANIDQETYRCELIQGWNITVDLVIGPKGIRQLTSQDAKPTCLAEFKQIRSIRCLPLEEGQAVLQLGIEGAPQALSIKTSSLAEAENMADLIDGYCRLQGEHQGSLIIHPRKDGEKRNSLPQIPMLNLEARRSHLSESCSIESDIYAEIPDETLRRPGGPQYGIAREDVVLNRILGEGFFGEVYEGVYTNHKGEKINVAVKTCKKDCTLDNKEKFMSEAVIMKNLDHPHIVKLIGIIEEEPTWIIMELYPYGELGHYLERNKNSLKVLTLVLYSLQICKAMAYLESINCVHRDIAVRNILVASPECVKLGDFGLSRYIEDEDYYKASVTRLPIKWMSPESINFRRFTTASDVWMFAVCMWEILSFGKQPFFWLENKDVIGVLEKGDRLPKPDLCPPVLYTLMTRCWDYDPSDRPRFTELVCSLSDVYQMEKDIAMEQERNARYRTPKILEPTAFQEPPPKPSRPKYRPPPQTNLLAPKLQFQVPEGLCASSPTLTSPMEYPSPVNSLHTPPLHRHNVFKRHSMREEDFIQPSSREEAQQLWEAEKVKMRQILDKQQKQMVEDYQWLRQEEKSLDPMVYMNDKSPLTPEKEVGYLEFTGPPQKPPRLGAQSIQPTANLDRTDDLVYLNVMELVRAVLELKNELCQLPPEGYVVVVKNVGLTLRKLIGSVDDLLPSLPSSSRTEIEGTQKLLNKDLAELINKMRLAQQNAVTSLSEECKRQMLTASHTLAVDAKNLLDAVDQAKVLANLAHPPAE
Numbers without * were called inactive. Some of the compounds tested. The share of hits here may be higher or lower than overall.

[1] O=C(Nc1cccnc1)c1cc(-c2ccccc2)on1
  MT1-MMP txn act = 1.1 | PTK2B oligo ant = 1.1
[2] O=C(Nc1nnc(SCC(=O)N2CCCCC2)s1)C1CCCCC1
  MT1-MMP txn act = 1.1 | PTK2B oligo ant = 0.77
[3] CCOC(=O)c1[nH]c(=O)c2ccccc2c1O
  MT1-MMP txn act = 1 | PTK2B oligo ant = -0.18
[4] Cc1cc(-c2nn3c(C)nnc3s2)ccc1NC(=O)C(C)(C)C
  MT1-MMP txn act = 0.8 | PTK2B oligo ant = 0.1
[5] O=C(C(c1ccccc1)c1ccccc1)N1CCC(c2nc(-c3ccccc3Cl)no2)CC1
  MT1-MMP txn act = 1.2 | PTK2B oligo ant = 0.28
[6] CCOC(=O)c1ccc(N2C(=O)c3n[nH]c(C)c3C2c2ccc(OC)cc2OC)cc1 (centres undefined)
  MT1-MMP txn act = 1.1 | PTK2B oligo ant = -3.2*
[7] COCC(C)Nc1ncnc2c1cnn2-c1ccc(Cl)cc1 (centres undefined)
  MT1-MMP txn act = 1.3 | PTK2B oligo ant = -2.1
[8] CN(C)c1nc(Nc2ccccc2)nc(Oc2ccc(=O)[nH]n2)n1
  MT1-MMP txn act = 1.1 | PTK2B oligo ant = 0.07
[9] CCn1c(CCNC(=O)c2cccs2)nnc1SCC(=O)c1ccc(OC)cc1
  MT1-MMP txn act = 1.1 | PTK2B oligo ant = 0.65
[10] CCOC(=O)c1cnc(C(C)(C)C)[nH]c1=O
  MT1-MMP txn act = 1.2 | PTK2B oligo ant = 0.45
[11] CC(NS(=O)(=O)c1ccccc1)C(=O)Nc1nccs1 (centres undefined)
  MT1-MMP txn act = 1.1 | PTK2B oligo ant = 1
[12] COC(=O)/C(NC(C)=O)=C(\C)c1ccc(Cl)cc1
  MT1-MMP txn act = 1 | PTK2B oligo ant = -0.31
[13] C/C(CCc1oc2c(Br)cc(Br)cc2c1-c1ccc(C)o1)=N\O
  MT1-MMP txn act = 1.1 | PTK2B oligo ant = -0.64
[14] O=S1(=O)CCC(S(=O)(=O)N2CCCCCC2)C1 (centres undefined)
  MT1-MMP txn act = 1.2 | PTK2B oligo ant = -0.02
[15] O=Cc1ccccc1OCCOc1ccccc1C=O
  MT1-MMP txn act = 1.4 | PTK2B oligo ant = -0.4
[16] CCOc1cc(/C=N/O)cc(Br)c1OCC
  MT1-MMP txn act = 1.3 | PTK2B oligo ant = -0.95
[17] CCCCc1ccc(-c2ccc(Br)cc2)nc1
  MT1-MMP txn act = 2* | PTK2B oligo ant = -0.06
[18] CCC(CC)n1[nH]c(=O)cc1N
  MT1-MMP txn act = 1.1 | PTK2B oligo ant = 0.18
[19] CCC1c2ccc(C)n2CCN1C(=O)Nc1ccccc1OC (centres undefined)
  MT1-MMP txn act = 1.3 | PTK2B oligo ant = -0.31
[20] OCCNc1nc2ccccc2n1CCN1CCCCC1
  MT1-MMP txn act = 1.1 | PTK2B oligo ant = 0.66
[21] Cc1cccc(NC(=O)CCC(=O)NCCO)c1
  MT1-MMP txn act = 1.2 | PTK2B oligo ant = 2.3
[22] O=C(CSCc1c(Cl)cccc1Cl)NCc1ccco1
  MT1-MMP txn act = 1.1 | PTK2B oligo ant = 0.82
[23] CCOC(=O)c1c(N=CN(C)C)c(C#N)c2n1CCCC2
  MT1-MMP txn act = 1 | PTK2B oligo ant = -0.44
[24] COC(=O)C(NC(=O)COc1ccccc1)(Nc1nc2c(s1)CCCC2)C(F)(F)F (centres undefined)
  MT1-MMP txn act = 1.1 | PTK2B oligo ant = -0.28
[25] Cc1ccc(N2CC(C(=O)NC3=NCCS3)CC2=O)cc1C (centres undefined)
  MT1-MMP txn act = 1.1 | PTK2B oligo ant = 0.99

3 entries already listed, ordered by the value under PTK2B oligo ant, ascending.
nr | molecule | PTK2B oligo ant
6 | CCOC(=O)c1ccc(N2C(=O)c3n[nH]c(C)c3C2c2ccc(OC)cc2OC)cc1 (centres undefined) | -3.2*
3 | CCOC(=O)c1[nH]c(=O)c2ccccc2c1O | -0.18
20 | OCCNc1nc2ccccc2n1CCN1CCCCC1 | 0.66

Structural class: those above containing an aryl thioether with sulfur outside any ring.
[2] O=C(Nc1nnc(SCC(=O)N2CCCCC2)s1)C1CCCCC1
  MT1-MMP txn act = 1.1 | PTK2B oligo ant = 0.77
[9] CCn1c(CCNC(=O)c2cccs2)nnc1SCC(=O)c1ccc(OC)cc1
  MT1-MMP txn act = 1.1 | PTK2B oligo ant = 0.65

Returning to the listing with the four entries that preceded the break.
[22] O=C(CSCc1c(Cl)cccc1Cl)NCc1ccco1
  MT1-MMP txn act = 1.1 | PTK2B oligo ant = 0.82
[23] CCOC(=O)c1c(N=CN(C)C)c(C#N)c2n1CCCC2
  MT1-MMP txn act = 1 | PTK2B oligo ant = -0.44
[24] COC(=O)C(NC(=O)COc1ccccc1)(Nc1nc2c(s1)CCCC2)C(F)(F)F (centres undefined)
  MT1-MMP txn act = 1.1 | PTK2B oligo ant = -0.28
[25] Cc1ccc(N2CC(C(=O)NC3=NCCS3)CC2=O)cc1C (centres undefined)
  MT1-MMP txn act = 1.1 | PTK2B oligo ant = 0.99
[26] COc1ccc(C(=O)OCCN2CCOCC2)cc1
  MT1-MMP txn act = 1.6 | PTK2B oligo ant = 0.41
[27] CCCC1(C(=O)OCC)NC(c2ccc(N(C)C)cc2)C2C(=O)N(c3ccccc3)C(=O)C21 (centres undefined)
  MT1-MMP txn act = 1.1 | PTK2B oligo ant = -0.16
[28] Cc1cccc(-c2nnc(SCC#N)n2-c2cccc(Cl)c2)c1
  MT1-MMP txn act = 1 | PTK2B oligo ant = 0.51
[29] C=C(C)C1CC=C(C)/C(=N/NC(=O)COc2cccc(C)c2)C1 (centres undefined)
  MT1-MMP txn act = 1 | PTK2B oligo ant = 0.34
[30] CSc1nc(C)cc(C)c1C(N)=O
  MT1-MMP txn act = 1.3 | PTK2B oligo ant = -0.22
[31] CCCCC(CCC(=O)Nc1ccc(C(=O)OCC)cc1)C(=O)O (centres undefined)
  MT1-MMP txn act = 1.1 | PTK2B oligo ant = 0.4
[32] Cn1c2c(c(=O)n(C)c1=O)C(c1ccccc1OC(F)F)C1=C(CCCC1=O)N2 (centres undefined)
  MT1-MMP txn act = 1.2 | PTK2B oligo ant = 0.57
[33] CC(C)CC(=O)N1CCN(CC2CC=CCC2)CC1 (centres undefined)
  MT1-MMP txn act = 1.1 | PTK2B oligo ant = 0.64
[34] COc1ccc(C2/C(=C(\O)c3ccc4c(c3)OCCO4)C(=O)C(=O)N2Cc2ccco2)c(OC)c1 (centres undefined)
  MT1-MMP txn act = 1.3 | PTK2B oligo ant = 0.25
[35] OC1CCN(c2c3c(nc4cc(-c5ccc(Cl)cc5)nn24)CCC3)CC1
  MT1-MMP txn act = 1.3 | PTK2B oligo ant = 3
[36] CCOC(=O)COc1ccc(S(=O)(=O)NCC2CCCO2)cc1 (centres undefined)
  MT1-MMP txn act = 1.3 | PTK2B oligo ant = -0.98
[37] Cc1ccc(C(C(=O)NC(C)(C)C)N(Cc2cccs2)C(=O)c2csnn2)cc1 (centres undefined)
  MT1-MMP txn act = 1.3 | PTK2B oligo ant = -0.12
[38] CCCn1c(=N)c(C(=O)NC2CCCC2)cc2c(=O)n3cccc(C)c3nc21
  MT1-MMP txn act = 1.4 | PTK2B oligo ant = 0.08
[39] COc1cccc(NC(=O)Nc2ccc3c(c2)nnn3C)c1
  MT1-MMP txn act = 1.5 | PTK2B oligo ant = 0.59
[40] Cc1cccc(C)c1NC(=O)CCCSc1nnc(-c2ccco2)o1
  MT1-MMP txn act = 1 | PTK2B oligo ant = -0.53
[41] O=C(NS(=O)(=O)c1ccc(NC(=O)C2CCCO2)cc1)c1ccccc1 (centres undefined)
  MT1-MMP txn act = 0.9 | PTK2B oligo ant = 0.06
[42] CC/C(=N/Nc1ccccc1Cl)c1cnnc(-c2ccccc2)n1
  MT1-MMP txn act = 1.2 | PTK2B oligo ant = -0.27
[43] CC1C=CCC2C(=O)N(c3cccc(C(=O)N4CCN(c5ccc(F)cc5)CC4)c3)C(=O)C12 (centres undefined)
  MT1-MMP txn act = 1.1 | PTK2B oligo ant = 1.2
[44] CC1=NC(=O)C(N=Nc2ccccc2)N1c1ccccc1 (centres undefined)
  MT1-MMP txn act = 1.7 | PTK2B oligo ant = -1.5
[45] Cc1cc(NC(=O)CSc2nc3ccccc3n2CC(=O)N2CCC(C)CC2)no1
  MT1-MMP txn act = 1.2 | PTK2B oligo ant = -0.12
[46] O=c1c2ccccc2nc(-c2ccco2)n1/N=C/c1ccccc1O
  MT1-MMP txn act = 1.1 | PTK2B oligo ant = -0.8
[47] O=C(CSc1nnc(CN2CCOCC2)n1-c1ccc(Cl)cc1)N1CCc2ccccc21
  MT1-MMP txn act = 1.2 | PTK2B oligo ant = 0.71
[48] CC(C)(C)C(=O)Nc1nc(-c2ccccc2)ns1
  MT1-MMP txn act = 1.4 | PTK2B oligo ant = -1.2
[49] Cc1ccc(-n2ncc3c(=O)n(CC(=O)N4CCN(c5ccccc5F)CC4)cnc32)cc1C
  MT1-MMP txn act = 1.2 | PTK2B oligo ant = 0.27
[50] CCC(C)NS(=O)(=O)c1ccc(OCC(=O)N2CCC(C)CC2)cc1 (centres undefined)
  MT1-MMP txn act = 1.3 | PTK2B oligo ant = 0.89

[51] O=C(CSc1ccc2nnc(-c3ccc(F)cc3)n2n1)NCc1ccco1
  MT1-MMP txn act = 1.3 | PTK2B oligo ant = 1.9
[52] Cc1nc2ccc(Br)cn2c1NC(C)(C)C
  MT1-MMP txn act = 1.1 | PTK2B oligo ant = -0.38
[53] Cc1nc(NC(=O)CSc2nnnn2C)sc1C
  MT1-MMP txn act = 1.6 | PTK2B oligo ant = 0.31
[54] N=c1c(-c2nc3ccccc3[nH]2)cc(C(=O)c2cccs2)nn1-c1ccccc1
  MT1-MMP txn act = 1 | PTK2B oligo ant = -2.6
[55] O=C(Oc1cccc2c(OC(=O)N3CCCC3)cccc12)N1CCCC1
  MT1-MMP txn act = 1.2 | PTK2B oligo ant = 0.28
[56] Cc1cc(C(=O)CSc2n[nH]c(N)n2)c(C)n1-c1ccc(F)cc1
  MT1-MMP txn act = 1.6 | PTK2B oligo ant = 0.23
[57] O=S(=O)(NCC1CCCO1)c1ccc(S(=O)(=O)N(Cc2ccccc2F)C2CCCCC2)cc1 (centres undefined)
  MT1-MMP txn act = 1.3 | PTK2B oligo ant = -0.95
[58] O=C1CC(Nc2ccc(N3CCOCC3)cc2)C(=O)N1C1CCCCC1 (centres undefined)
  MT1-MMP txn act = 1.1 | PTK2B oligo ant = -0.19
[59] Cc1ccc(Nc2nc3c(s2)CCC3)c(C)c1
  MT1-MMP txn act = 1.8 | PTK2B oligo ant = 1.1
[60] O=c1cc(C(F)(F)F)oc2c1ccc1ccccc12
  MT1-MMP txn act = 1.2 | PTK2B oligo ant = 0.82
[61] OCCN1CCN(C2Cc3cc(Cl)ccc3Sc3ccc(Cl)cc32)CC1 (centres undefined) (tested in a mixture with another compound)
  MT1-MMP txn act = 1.3 | PTK2B oligo ant = -0.64
[62] c1ccc(-c2nnc3sc(CN4CCc5ccccc54)cn23)cc1
  MT1-MMP txn act = 1.2 | PTK2B oligo ant = -0.91
[63] COc1ccc(-c2nc(N3CCCC3)[nH]c(=O)c2C#N)cc1
  MT1-MMP txn act = 1 | PTK2B oligo ant = 1.1
[64] CC(=O)NC(NC(C)=O)c1ccc(N(C)C)cc1
  MT1-MMP txn act = 1.2 | PTK2B oligo ant = -0.14
[65] CCc1ccc(CNn2cnnc2SCC(=O)NC(C)(C)C)cc1
  MT1-MMP txn act = 1.2 | PTK2B oligo ant = 0.88
[66] Cc1ccc(S(=O)(=O)CCSc2nc(C)cc(C(F)(F)F)c2C#N)cc1
  MT1-MMP txn act = 1.1 | PTK2B oligo ant = -0.59
[67] C=CCOc1c(CNc2ccc(S(N)(=O)=O)cc2)cccc1OC
  MT1-MMP txn act = 1.2 | PTK2B oligo ant = 0.49
[68] Cn1cnnc1SCC(=O)Nc1ccc2nc(SCc3ccccc3Cl)sc2c1
  MT1-MMP txn act = 1.4 | PTK2B oligo ant = -0.29

Entries above containing a thiophene ring, fused or not:
[9] CCn1c(CCNC(=O)c2cccs2)nnc1SCC(=O)c1ccc(OC)cc1
  MT1-MMP txn act = 1.1 | PTK2B oligo ant = 0.65
[37] Cc1ccc(C(C(=O)NC(C)(C)C)N(Cc2cccs2)C(=O)c2csnn2)cc1 (centres undefined)
  MT1-MMP txn act = 1.3 | PTK2B oligo ant = -0.12
[54] N=c1c(-c2nc3ccccc3[nH]2)cc(C(=O)c2cccs2)nn1-c1ccccc1
  MT1-MMP txn act = 1 | PTK2B oligo ant = -2.6

Screening data from PubChem.
